TNAP inh hiacc: blocks human TNAP under high phosphate acceptor concentration; AID 1135; 200,000 tested, 0.03% active; inhibition, % at 20 µM; P05186; purified TNAP, CDP-star luminescence, 1 M DEA;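 active = over 50% inhibition of tissue-nonspecific alkaline phosphatase at 20 µM in the single-dose screen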;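 also: plate controls were DMSO wells for no effect and EDTA-quenched wells as full inhibition for full effect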
Target sequence (P05186 whole entry, looked up): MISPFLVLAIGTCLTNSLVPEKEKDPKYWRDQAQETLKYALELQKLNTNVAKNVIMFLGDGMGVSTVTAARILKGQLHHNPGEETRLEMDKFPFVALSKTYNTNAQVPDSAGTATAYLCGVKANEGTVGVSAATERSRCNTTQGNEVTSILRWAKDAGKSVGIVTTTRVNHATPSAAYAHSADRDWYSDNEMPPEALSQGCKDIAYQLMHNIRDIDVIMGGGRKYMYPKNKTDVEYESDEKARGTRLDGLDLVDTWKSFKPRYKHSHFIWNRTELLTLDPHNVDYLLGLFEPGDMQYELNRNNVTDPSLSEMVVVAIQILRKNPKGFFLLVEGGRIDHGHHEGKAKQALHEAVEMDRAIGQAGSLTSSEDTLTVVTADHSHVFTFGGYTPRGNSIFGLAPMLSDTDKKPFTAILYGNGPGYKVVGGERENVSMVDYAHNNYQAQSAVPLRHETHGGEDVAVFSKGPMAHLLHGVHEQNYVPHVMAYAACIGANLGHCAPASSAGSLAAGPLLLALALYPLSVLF
TNAP act hi DEA: increases human TNAP activity under high phosphate acceptor concentration; P05186; purified TNAP, CDP-star luminescence, 1 M DEA, 30 min; hits give high values; 0 = EDTA background, 1 = DMSO-only activity; activation factor at 20 µM; 200,000 tested, under 10 active;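 active = activation factor at least 2 at 20 µM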
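Dosing: 20 µM single point. System: human TNAP. Amount: TNAP 1/800 final. Incubation: 30 min, room temperature. Read-out: TNAP activation factor scaled between EDTA and DMSO control wells. Signal: luminescence from CDP-star hydrolysis. Medium: 1 M DEA, pH 9.8, Mg2+, Zn2+. Control set: EDTA negative control, DMSO positive control.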
bIAP act: increases bovine intestinal alkaline phosphatase activity. purified bovine IAP, CDP-star luminescence, 30 min; hits give high values; fold of DMSO-control signal, blank-subtracted. activation factor at 20 µM. 200,000 tested, 0.17% active. AID 1016;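 active = activation factor of 2 or more at 20 µM, a signal rise over negative controls twice the positive control's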
bIAP inhibitor: intestinal alkaline phosphatase (bovine) inhibition; purified bovine IAP, CDP-star luminescence, 30 min; inhibition, % at 20 µM; 190,000 tested, under 10 active;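 active = over 50% inhibition of intestinal alkaline phosphatase at 20 µM in the single-dose screen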
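test system = bovine IAP enzyme | medium = DEA buffer 100 mM, pH 9.8, with MgCl2 1.0 mM, ZnCl2 0.02 mM | detection = luminescence | dosing = single compound dose of 20 µM, 2% DMSO final | incubation = 30 min reaction at room temperature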
HMGR II inh: blocks class II HMG-CoA reductase of Enterococcus faecalis; purified E. faecalis HMGR, NADPH absorbance 340 nm kinetic; inhibition, % at 10 µM; 190,000 tested, 0.41% active; AID 1066;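 active = inhibition above a set limit, the median over all tested compounds plus 3 SD, cut at about 9.5% in these data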;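 also: enzyme runs in reverse so mevalonate oxidation gives rising NADPH absorbance; 0% = complete reaction with DMSO and 100% = background rate lacking mevalonate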
PPARg SRC3 recr: agonists of human PPARgamma SRC-3 coactivator recruitment | biochemical PPARgamma/SRC-3 coactivator recruitment assay | activation, % at 8 µM | AID 731 | 200,000 tested, 0.26% active; in the data active = activation above about 23%;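 also: 0% = DMSO and 100% = reference agonist; some compounds past the cut are filed as inactive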
Target sequence (P37231 whole entry, looked up): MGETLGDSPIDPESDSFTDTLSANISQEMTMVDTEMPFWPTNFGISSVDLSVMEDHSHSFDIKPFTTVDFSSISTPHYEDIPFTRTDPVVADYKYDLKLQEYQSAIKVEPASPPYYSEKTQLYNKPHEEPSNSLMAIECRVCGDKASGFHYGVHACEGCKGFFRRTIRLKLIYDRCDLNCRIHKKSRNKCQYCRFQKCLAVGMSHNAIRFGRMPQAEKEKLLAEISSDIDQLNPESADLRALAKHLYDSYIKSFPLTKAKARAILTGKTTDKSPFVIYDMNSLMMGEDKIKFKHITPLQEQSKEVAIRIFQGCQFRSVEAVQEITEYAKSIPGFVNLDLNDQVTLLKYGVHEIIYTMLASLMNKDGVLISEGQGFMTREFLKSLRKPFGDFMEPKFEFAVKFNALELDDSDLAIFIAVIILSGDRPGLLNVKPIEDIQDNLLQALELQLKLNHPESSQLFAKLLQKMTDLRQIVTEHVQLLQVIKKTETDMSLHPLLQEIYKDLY
PPARg SRC2 recr: PPARgamma-driven SRC-2 recruitment agonism | P37231 | PPARgamma LBD-SRC-2 recruitment, biochemical | activation, % at 8 µM | 200,000 tested, 0.34% active | AID 1032; in the data active = activation above about 22%;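 also: 0% = vehicle and 100% = reference agonist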
TNAP inh noacc: TNAP (human) inhibition, acceptor-free conditions; AID 1012; inhibition, % at 20 µM; purified TNAP, CDP-star luminescence, 30 min; 200,000 tested, 0.26% active;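 active = tissue-nonspecific alkaline phosphatase inhibition above about 50% at 20 µM in the single-dose screen, limit read from the data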;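 also: 0% = DMSO negative control and 100% = EDTA positive control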
PPARg SRC-1 ag: PPARgamma-driven SRC-1 recruitment agonism | P37231 | PPARgamma-SRC-1 coactivator recruitment biochemical assay | activation, % at 8 µM | 200,000 tested, 0.41% active | AID 631; in the data active = activation above about 19%;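 also: 0% = DMSO and 100% = reference agonist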
SRC2 TRFRET art: counter-screen for PPARgamma SRC-2 recruitment agonists: TR-FRET artefact. 200,000 tested, 0.4% active. TR-FRET ratio at 8 µM. hits give high values; in the data active = TR-FRET ratio above about 2000; also: inactives centre near 1500
* hit, by the source's call; / = not tested or not shown.

SMILES	TNAP inh hiacc	TNAP act hi DEA	bIAP act	bIAP inhibitor	HMGR II inh	PPARg SRC3 recr	PPARg SRC2 recr	TNAP inh noacc	PPARg SRC-1 ag	SRC2 TRFRET art
COc1cccc(OC)c1C(=O)NC(=S)Nc1cccc(NC(=O)c2ccco2)c1	-1	1	1	-1	-2	8	5	-6	9	1778
Cc1cccc(COCC(Cc2ccccc2)N2CCN(C(=O)c3cccc(C)c3)CCC2=O)c1 (stereo not drawn)	-9	1.1	1	1	-1	1	4	-6	-3	1489
Cc1nn(-c2ncc(C(F)(F)F)cc2Cl)c(=O)n1-c1ccccc1	-6	1.1	0.9	13	1	-3	1	-16	0	1416
O=C(NCCN1CCOCC1)c1ccc(CS(=O)(=O)c2c(Cl)cccc2Cl)o1	0	1	1	3	0	1	-4	-5	8	1497
O=C(Cn1nc(Cl)nc1Cl)Nc1ccccc1	-1	1	1	3	-2	-3	5	-6	-9	1442
CCN(CC)CCN(C(=O)c1ccc([N+](=O)[O-])cc1)c1nc2c(OC)cccc2s1	4	1	1.1	-6	-3	2	3	2	6	1643
Cn1c(SCC(=O)N/N=C/C=C\c2ccco2)nc2ccccc21	1	1	1.2	-18	5	5	10	-1	11	1735
Cc1sc2ncnc(NC(C)C(=O)O)c2c1C (stereo not drawn)	-6	1.1	0.9	11	-7	-1	-2	-13	-3	1481
Cc1c(OCc2ccccc2)cccc1OCc1ccccc1	1	1	0.9	10	-9	1	9	-5	6	1459
CCN(CC)c1ccc(NC(=O)/C=C/c2cc(Br)ccc2OC)cc1	1	1	0.9	14	-6	13	17	0	24*	1525
Cc1nc(SCC(=O)NCCc2ccccc2)n[nH]1	-3	1	1.1	-8	0	-13	-10	-5	6	1605
COC(=O)c1ccncc1C(=O)Nc1ccc(OC)cc1	0	1	1	-3	0	2	-10	-6	1	1696
CCOC(=O)C1=C(N)Oc2cc(C)n(C)c(=O)c2C1c1ccncc1 (stereo not drawn)	1	1	1	4	0	-4	-2	-7	5	1525
O=C(CN1C(=O)NC2(CCc3ccccc3C2)C1=O)Nc1ccc(F)cc1 (stereo not drawn)	0	1	0.9	10	0	-2	-10	-7	-6	1392
COc1ccccc1N1CCN(C(C)C(=O)Nc2ccc(S(=O)(=O)N3CCOCC3)cc2)CC1 (stereo not drawn)	3	1	1.2	-17	-8	-2	-8	-5	-4	1338
Cc1ccc(N(C(=O)c2nsc(Cl)c2Cl)C(C(=O)NC2CCCC2)c2ccc(O)cc2)cc1C (stereo not drawn)	-5	1.1	0.8	19	-4	5	9	-14	2	1599
Cc1cc(C)c(OCC(=O)Nc2nc(-c3ccccn3)cs2)c(C)c1	-1	1	1.2	-18	-7	6	5	-24	2	1869
O=C(NCc1cccs1)c1ccc([N+](=O)[O-])cc1Cl	7	0.9	1.1	-13	-2	5	5	0	-3	1696
O=C(O)CSC1=NC(=Nc2cccc(Cl)c2)C2(CCCCC2)N1c1ccccc1	-6	1.1	0.9	8	-5	5	4	-6	2	1695
COC(=O)c1ccc2nc(NC(=O)CN3C(=O)CCC3=O)sc2c1	-5	1.1	1	0	-5	-6	7	-8	-3	1588
O=C(Nc1cccc(Cl)c1)Nc1ccc(Cl)cn1	2	1	0.4	/	1	-2	7	-7	-1	1404
Cc1nc2nc(SCC(=O)N3CCOCC3)nn2c(C)c1Cc1c(F)cccc1Cl	-2	1	1.1	-8	-2	5	9	-9	7	1613
CCC(C)NC(=O)CC1Oc2ccc(C)cc2NC1=O (stereo not drawn)	2	1	0.9	9	5	1	1	-10	-2	1502
CC(C)N(C(=O)Cn1c(SCC(=O)N2CCN(c3ccccc3)CC2)nc2ccccc21)C(C)C	-2	1	1	-3	/	/	/	-8	/	/
O=C(NN=C1CCC(=NNC(=O)c2cccnc2)CC1)c1cccnc1	0	1	1	-3	0	6	2	22	-1	1554
CCCCOc1ccccc1Cn1c(=O)oc2ccccc21	-4	1	1	4	0	14	-3	-11	4	1526
O=C(CC12CC3CC(CC(C3)C1)C2)NCC(=O)N1CCc2ccccc2C1	0	1	0.9	8	-8	5	15	0	-3	1622
C=C(C)C1CCC(C)=C1COC(=O)Nc1ccccc1 (stereo not drawn)	-3	1	0.4	/	1	-7	2	-15	-1	1502
COc1ccc(-c2nnc(SCC(=O)c3ccc[nH]3)n2-c2ccccc2)cc1	-6	1.1	0.9	11	1	5	5	-16	3	1502
O=c1c(O)c(-c2cccs2)oc2ccc(Cl)cc12	3	1	1.1	-12	0	5	6	-3	2	1697
CC1CCN(c2ccc([N+](=O)[O-])cc2C(=O)O)CC1	4	1	1	4	2	1	3	-6	5	1754
CCC(c1nnnn1C1CCCC1)N1CCN(c2ccccc2F)CC1 (stereo not drawn)	-3	1	1	-4	-3	-1	7	-4	1	1555
Cn1c(=O)c2c(nc(Oc3ccc4c(c3)OCO4)n2Cc2ccc(Cl)cc2)n(C)c1=O	-1	1	0.9	10	-3	7	10	-9	-1	1661
COc1ccccc1C(=O)Nc1ccc2c3c(cccc13)CC2	-7	1.1	0.7	27	-4	2	0	-11	-3	1572
CCOC(=O)c1[nH]nc(-c2c(O)cc(C)cc2O)c1-c1csc(C)n1	-1	1	1.3	-34	-4	3	1	-15	3	1521
CNC(=O)Oc1ccc2c(c1)[C@]1(C)CCN(C)[C@@H]1N2C	0	1	0.9	11	0	-5	4	-6	5	1576
Cc1cc2n(n1)SC(Nc1ccccc1)N2 (stereo not drawn)	-4	1	1	-4	4	-5	2	-12	5	1423
CC(C)OCCCn1c(=S)[nH]c2ccc(N3CCOCC3)cc2c1=O	-1	1	1	-2	0	8	13	-4	13	1733
Cc1ccc(NC(=O)CS(=O)CC(=O)Nc2cccc(C)c2C)cc1F (stereo not drawn)	1	1	0.9	5	2	7	5	-8	4	1502
O=C(COC(=O)C1c2ccccc2Oc2ccccc21)Nc1ccc2c(c1)OCO2	0	1	0.8	18	-3	-3	0	-5	5	1520
Cc1ccc(S(=O)(=O)/N=C/c2ccc(N(C)C)cc2)cc1	2	1	1	-2	-2	-1	-6	16	5	1666
O=C(C1CCCO1)N1CCC(O)(c2ccccc2)CC1 (stereo not drawn)	-4	1	1	-3	0	9	6	-6	10	1671
COc1n[nH]c(C(=O)Nc2nc3ccccc3s2)c1[N+](=O)[O-]	-6	1.1	1.1	-15	0	-3	-2	-72	-5	1452
CCOc1ccccc1C1CC(=O)Nc2cc3c(cc21)OCCO3 (stereo not drawn)	-11	1.1	0.9	14	-2	-6	-3	-15	6	1638
Cc1ccc(-c2cc3nn(-c4ccccc4)c(N)c3c(=O)o2)cc1	1	1	0.9	6	5	-8	9	-5	6	1574
COc1ccc(OC)c(NC(=O)c2cc(S(=O)(=O)NCc3ccco3)ccc2F)c1	-2	1	0.9	7	3	-7	-3	-6	-6	1440
COc1ccc(-n2nnnc2SCC(=O)Nc2nnc(C)s2)cc1OC	-6	1.1	1	3	1	4	-1	-11	5	1442
O=C(O)CSc1cnc2ccccc2n1	-6	1.1	1	4	0	0	8	-21	0	1585

Looked up by structure from the entries so far (5):
SMILES	TNAP inh hiacc	TNAP act hi DEA	bIAP act	bIAP inhibitor	HMGR II inh	PPARg SRC3 recr	PPARg SRC2 recr	TNAP inh noacc	PPARg SRC-1 ag	SRC2 TRFRET art
CC1CCN(c2ccc([N+](=O)[O-])cc2C(=O)O)CC1	4	1	1	4	2	1	3	-6	5	1754
Cn1c(SCC(=O)N/N=C/C=C\c2ccco2)nc2ccccc21	1	1	1.2	-18	5	5	10	-1	11	1735
CCN(CC)CCN(C(=O)c1ccc([N+](=O)[O-])cc1)c1nc2c(OC)cccc2s1	4	1	1.1	-6	-3	2	3	2	6	1643
O=C(NCc1cccs1)c1ccc([N+](=O)[O-])cc1Cl	7	0.9	1.1	-13	-2	5	5	0	-3	1696
Cc1c(OCc2ccccc2)cccc1OCc1ccccc1	1	1	0.9	10	-9	1	9	-5	6	1459

Additional compounds.
SMILES	TNAP inh hiacc	TNAP act hi DEA	bIAP act	bIAP inhibitor	HMGR II inh	PPARg SRC3 recr	PPARg SRC2 recr	TNAP inh noacc	PPARg SRC-1 ag	SRC2 TRFRET art
O=P(O)(O)CCP(=O)(c1ccccc1)c1ccccc1	-6	1.1	0.9	9	0	-4	-1	-22	11	1789
C=CCn1c(=O)/c(=C2/SC(C)=C(C)N2CC)s/c1=C1/C(=O)N(C)C(=S)N1c1ccccc1	/	/	/	/	/	-6	-5	/	-4	1394
C=CCNC(=O)COC(=O)c1ccc(Cl)c(S(N)(=O)=O)c1	4	1	1	5	-10	5	-1	9	10	1497
COc1cc2[nH]c3c(=O)n4c(nc3c2cc1OC)SCCC4	-1	1	0.8	20	-4	3	3	2	8	1589
O=C(Nc1ccccc1N1CCCC1)c1ccc(Br)o1	-3	1	0.8	17	-3	0	5	-3	-9	1489
Cn1c(SCC(=O)NCc2ccccc2)nc2ccccc21	0	1	0.9	6	-2	1	8	-6	0	1820
O=C(CSc1n[nH]c(-c2ccccc2O)n1)N1CCOCC1	-4	1	1.2	-18	1	-2	0	1	2	1460
CCOC(=O)c1[nH]c2ccccc2c1NC(=O)CN1CCCCC1	-5	1	0.9	12	-3	-2	13	-8	4	1450
Cc1ccc(S(=O)(=O)c2c(N)n(CCN3CCOCC3)c3nc4ccccc4nc23)cc1C	0	1	1	-3	-4	-9	6	-8	7	1398
Brc1ccc(-c2csc(N/N=C/c3ccco3)n2)cc1	2	1	0.7	30	-3	1	22*	-17	3	1757
C=CCN(C(=O)CNC(=O)c1ccco1)C(C(=O)NC1CCCCC1)c1ccccc1F (stereo not drawn)	-5	1.1	1	-5	1	5	7	-6	11	1448
O=C(NCc1ccco1)c1ccc(CS(=O)(=O)Cc2ccc(F)cc2)o1	2	1	0.8	16	-3	-11	-9	-13	0	1464
O=C(COC(=O)Cc1ccccc1[N+](=O)[O-])NCc1ccc(Cl)cc1	3	1	1	-2	-1	5	-4	3	3	1536
CCOc1ncccc1C(=O)Nc1ccc(Cl)cc1	-1	1	0.9	10	-4	3	-5	-7	-7	1366
NC(=O)c1cnn2c(C(F)(F)F)cc(-c3ccc(F)cc3)nc12	-11	1.1	0.9	6	-3	-3	-3	4	0	1393
O=C(COc1ccccc1)Nc1nonc1NC(=O)COc1ccccc1	-4	1	1	5	0	6	5	-8	3	1682
Cc1ccc(NCc2nnc(SCC(=O)N3CCCCC3)n2CC2CCCO2)c(C)c1 (stereo not drawn)	/	/	/	/	/	-6	4	/	-5	1384
O=c1c(Cc2ccc(Cl)cc2Cl)c(O)ccn1CCCN1CCOCC1	-4	1	1	-1	-4	1	3	-5	0	1668
COC(=O)c1c(NC(=O)CSc2nnnn2-c2ccccc2)sc2c1CCCC2	-5	1.1	0.9	9	-11	11	7	-7	5	1775
CC(C)(C)SCCNS(=O)(=O)c1ccc(F)cc1	-6	1.1	0.8	15	-13	-3	-2	-4	3	1429
COc1ccc(CNC(=O)C2CCC(CNS(=O)(=O)c3cccc4nsnc34)CC2)cc1 (stereo not drawn)	-3	1	1	0	-4	-3	-4	-10	11	1449
O=C(/C=C/c1cccs1)Nc1cccnc1	-4	1	0.9	7	0	-2	-3	-5	3	1456
CCOC(=O)N1CCN(c2cc3[nH]c(=S)[nH]c3cc2F)CC1	-3	1	1.2	-22	-2	12	10	-20	7	1712
CCn1nnnc1Oc1ccc(Cl)cc1	-4	1	0.9	6	-7	-6	2	-5	1	1555
